CAL PDZ FP-1: untagged CAL PDZ binding inhibitors, primary screen, biochemical, fluorescence polarization, HTS; AID 602252, 2012; 300,000 compounds, 0.92% hits; purified CAL PDZ, TMR-peptide fluorescence polarization, 1 h; Golgi-associated PDZ and coiled-coil motif-containing protein (Homo sapiens), Q9HD26; inhibition, % at 24.9 µM;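 active = mean inhibition of at least 30% with at least half of replicates also reaching 30%; inconclusive = no clear call, values can overlap the other calls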;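 also: 0% = DMSO neutral control and 100% = excess unlabeled competitor peptide PRC23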
PfHsp90 set2: growth inhibition of PfHsp90-expressing yeast, primary screen, antimalarial PfHsp90 inhibitor project, S. cerevisiae, BacTiter-Glo luminescence, single point, set 2; BacTiter-Glo ATP, 48 h; yeast lacking PDR1 and PDR3 efflux regulators; inhibition, % at 9.4 µM; 310,000 compounds, 0.32% hits; AID 504621, 2011;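 active = every replicate shows inhibition above about 80%, whatever the replicate mean, limit read from the data; inconclusive = mean inhibition reaches the set limit but some replicate falls short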;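 also: 0% = DMSO neutral controls and 100% = 20 µM radicicol positive controls; yeast relying on Plasmodium falciparum Hsp90 in place of its own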
PvdQ acylase: P. aeruginosa PvdQ acylase inhibitors, primary screen, biochemical, fluorescence, plate reader and imaging, single point; 340,000 compounds, 0.063% hits; AID 488965, 2010; inhibition, % at 10 µM; purified PvdQ acylase; PvdQ acylase [Pseudomonas aeruginosa LESB58]; in the data active = inhibition above about 30%, passing the limit was not always enough; inconclusive = no clear call, values can overlap the other calls;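 also: 0% = vehicle neutral wells and 100% = reference inhibitor wells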
CAL PDZ FP-2: CAL PDZ peptide-binding inhibitors, primary screen, biochemical, fluorescence polarization, Cer-tagged CAL PDZ, HTS. 330,000 compounds, 0.02% hits. inhibition, % at 20 µM. Golgi-associated PDZ and coiled-coil motif-containing protein (Homo sapiens), Q9HD26. AID 504414, 2011. purified CAL PDZ, TMR-peptide fluorescence polarization, 1 h;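 active = highest replicate inhibition of at least 40%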;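 also: plate controls were DMSO neutral control wells for no effect and unlabeled competitor peptide control wells for full effect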
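Test system: purified CerCALP PDZ construct; Compound dosing: one concentration, 20 µM compound; Also added: TMR-labelled reporter peptide T*-PRC34 bound in PDZ groove; Read-out: inhibition from polarization loss; Controls: unlabelled peptide and DMSO controls; Signal: FP readout, S and P plane fluorescence; Incubation: 1 h at RT.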
dFosB act: activators of delta FosB homodimer, primary screen, biochemical, fluorescence polarization, TAMRA-CDK5 oligo, single point; Protein FosB (Mus musculus), P13346; activation, % at 25 µM; 340,000 compounds, 0.99% hits; purified delta FosB; percent of positive-control signal above neutral wells;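 active = mean activation above about 17%, with every replicate also reaching it, limit read from the data, passing the limit was not always enough; inconclusive = only one of the two conditions met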;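 also: fluorescence polarization rise as delta FosB binds a TAMRA Cdk5 AP-1 oligo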
SR-BI uptake up: activators of SR-BI mediated DiI-HDL uptake, primary screen, ldlA[mSR-BI] CHO cells, DiI fluorescence; activation, % at 12.5 µM; AID 504775, 2011; 320,000 compounds, 0.096% hits; 3 h; 100 = double the neutral-control signal;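 active = mean replicate activation of at least 60% and every replicate at or above 60%; inconclusive = mean or all-replicate condition met, but not both; inactive = mean below 60% and not all replicates reaching 60%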;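 also: 0% = median plate neutral-control signal and 100% = twice that signal; values of inactives mirror those of a sister screen read the other way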
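Test system: SR-BI-overexpressing, LDLR-lacking CHO cells. Measured by: DiI fluorescence, bottom read. Medium: Ham's F12 with 0.5% BSA, HEPES 25 mM, pH 7.4. Timing: 3 h uptake period with compound, 37 °C.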
Rtt109 HAT inh: inhibitors of C. albicans Rtt109/Vps75 HAT, primary screen, biochemical, ThioGlo CoA-SH fluorescence, plate reader. Histone acetyltransferase RTT109 (Candida albicans (strain SC5314 / ATCC MYA-2876)), …. purified Rtt109/Vps75, 4 h. 330,000 compounds, 0.16% hits. AID 540336, 2011. inhibition, % at 34.9 µM;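 active = inhibition of at least 50% in every replicate; inconclusive = best replicate reaches 50% inhibition but some replicates fall short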
MITF TRPM1 HTS: activators of MITF-driven TRPM1 promoter reporter, primary screen, cell-based, SK-MEL-5, luciferase, single point; SK-MEL-5 TRPM1-promoter luciferase, 24 h; % of positive control, neutral wells = 0; activation, % at 12.5 µM; 300,000 compounds, 0.75% hits;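 active = mean activation of at least 80% with every replicate also reaching 80%; inconclusive = mean reaches 80% but some replicate falls short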;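 also: 0% = neutral control wells and 100% = parthenolide positive control wells; values of inactives mirror those of a sister screen read the other way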
SR-BI DiI inh: inhibitors of SR-BI mediated HDL lipid uptake, primary screen, ldlA[mSR-BI] cells, fluorescence, single point. 320,000 compounds, 0.96% hits. ldlA[mSR-BI] CHO cells, DiI-HDL uptake fluorescence, 3 h. AID 488896, 2010. inhibition, % at 12.5 µM. Scavenger receptor class B member 1 (Mus musculus), Q61009;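 active = mean replicate inhibition of at least 70% and a set share of replicates each scoring 70 or more; inconclusive = meets just one of the two criteria; inactive = fails both criteria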;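 also: 0% = median of neutral control wells and 100% = median of positive control wells; values of inactives mirror those of a sister screen read the other way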
NSD2 inh: NSD2 histone methyltransferase inhibitors, primary screen, biochemical, AlphaScreen, single concentration, set 2; NSD2 peptide methylation, 120 min; 310,000 compounds, 0.54% hits; AID 743445, 2014; inhibition, % at 12.5 µM; in the data active = inhibition above about 50%
Starred values were filed as active, the others as inactive; ? = inconclusive; / = no result given.

1: CCN(CC)S(=O)(=O)c1cccc(-c2nnc(SCc3nnc(-c4ccccc4)o3)n2C)c1
2: O=S(=O)(c1cc(Cl)ccc1Cl)n1ccnc1
3: O=C(COC(=O)Cc1ccccc1F)NCc1ccc(Cl)cc1
4: O=C(NC(Cc1ccccc1)C(=O)O)/C(=C/c1ccc([N+](=O)[O-])cc1)NC(=O)c1ccccc1 (configuration not stated)
5: CC(C)CCSc1nnc(Cn2c(=O)sc3ccccc32)n1C
6: O=C(NC1CCCCCC1)C1CCN(S(=O)(=O)c2cnc[nH]2)CC1
7: Cc1ccc(C(=O)NCC(=O)OC(C)C(=O)NC2CCCCC2C)cc1C (configuration not stated)
8: Oc1ccc(-c2cnc(-c3ccc(O)cc3)nc2)cc1
compound no. | 1 | 2 | 3 | 4 | 5 | 6 | 7 | 8
CAL PDZ FP-1 | -2 | 4 | 5 | 3 | / | 5 | -6 | -6
PfHsp90 set2 | 6 | 1 | 13 | 31 | -18 | 1 | 9 | 6
PvdQ acylase | -21 | -5 | -14 | -18 | -20 | -16 | -18 | -6
CAL PDZ FP-2 | -0.5 | -1.2 | -0.3 | -0.9 | 0.0 | 0.0 | -2.8 | -2.3
dFosB act | -14 | -3 | 0 | -4 | -6 | 5 | -8 | 0
SR-BI uptake up | 0 | 23 | 11 | 14 | 3 | 4 | -1 | -16
Rtt109 HAT inh | 0 | -2 | -3 | 7 | -7 | 2 | -11 | -7
MITF TRPM1 HTS | -13 | 9 | -11 | 0 | 3 | 1 | -1 | 43
SR-BI DiI inh | 0 | -23 | -11 | -14 | -3 | -4 | 1 | 16
NSD2 inh | 0 | -2 | -4 | -7 | / | -4 | / | -2

9: CN(C)C(=O)COC(=O)c1cccc(S(=O)(=O)Nc2ccc(OCc3ccccc3)cc2)c1
10: CCN(CC)CCOC(=O)c1ccc(N/C=C(/C#N)c2nc(-c3ccc4c(c3)OCO4)cs2)cc1
11: Cc1ccc(/C(O)=C2/C(=O)C(=O)N(CCCn3ccnc3)C2c2cccnc2)cc1 (configuration not stated)
12: O=C(c1ccc(F)cc1)C1CCN(C(=O)N2CCOCC2)CC1
13: COc1cccc2c(=O)cc(C)n(CC(=O)Nc3cccc(C)c3)c12
14: O=C(COc1ccccc1)Nc1ccccc1C(=O)NC1CC1
15: COC(=O)c1cc(S(=O)(=O)N2CCN(Cc3ccccc3)CC2)c[nH]1
16: CC(=O)Cc1ccccc1OC(=O)c1ccco1
compound no. | 9 | 10 | 11 | 12 | 13 | 14 | 15 | 16
CAL PDZ FP-1 | -6 | -3 | 10 | -6 | 4 | -5 | -1 | -8
PfHsp90 set2 | -2 | 20 | -9 | -24 | -9 | 9 | -1 | 19
PvdQ acylase | -8 | -3 | -12 | -7 | -15 | -6 | -11 | -11
CAL PDZ FP-2 | -3.4 | 0.3 | 0.5 | / | -2.8 | 0.6 | -1.9 | -1.5
dFosB act | -23 | 93* | 3 | 9 | -19 | 7 | -3 | -8
SR-BI uptake up | 41 | 8 | 8 | 5 | -11 | -11 | 24 | -7
Rtt109 HAT inh | 3 | ? | -2 | 6 | 15 | -1 | -6 | -14
MITF TRPM1 HTS | 3 | / | -3 | -2 | -19 | 9 | 6 | /
SR-BI DiI inh | -41 | -8 | -8 | -5 | 11 | 11 | -24 | 7
NSD2 inh | 7 | 0 | 3 | -1 | / | -2 | -4 | 0

17: CCCOc1ccc(C(=O)NCC(c2cccs2)N(C)C)cc1 (configuration not stated)
18: Cc1ccc(N2CC(C(=O)NCCN3CCOCC3)CC2=O)cc1 (configuration not stated)
19: COc1ccccc1NC(=O)NCCN1CCNC1=O
20: CC(=O)Nc1nnc(COc2ccccc2)s1
21: Clc1ccccc1-c1nnc2n1-c1ccccc1SC2
22: Cc1cccc(C(=O)NC(=S)NNC(=O)c2ccccc2Cl)c1
23: O=C1Nc2ccc(Br)cc2C1(O)c1ccc(F)cc1 (configuration not stated)
24: CN(CCOc1ccc(Cl)cc1)C(=O)C1CCN(C(=O)c2ccc(F)cc2)CC1
compound no. | 17 | 18 | 19 | 20 | 21 | 22 | 23 | 24
CAL PDZ FP-1 | -2 | 7 | 0 | -1 | -5 | -2 | -7 | -6
PfHsp90 set2 | 8 | 2 | 1 | 13 | 16 | 19 | -12 | 10
PvdQ acylase | 13 | -8 | 1 | -9 | -14 | -3 | -3 | -14
CAL PDZ FP-2 | -1.5 | -2.9 | 0.0 | -2.3 | -0.7 | -1.1 | -1.2 | -0.3
dFosB act | -6 | -1 | -3 | 5 | -3 | 3 | -5 | -11
SR-BI uptake up | 13 | / | 13 | 14 | -13 | 14 | 30 | -38
Rtt109 HAT inh | 14 | -6 | -9 | 0 | -1 | 10 | -2 | 6
MITF TRPM1 HTS | -1 | 7 | -3 | 11 | -1 | 0 | -18 | 4
SR-BI DiI inh | -13 | / | -13 | -14 | 13 | -14 | -30 | 38
NSD2 inh | 0 | -4 | -1 | 13 | -1 | 0 | -2 | 1

25: CN(C)S(=O)(=O)c1cccc(NS(=O)(=O)c2ccc(Cl)s2)c1
26: Fc1ccccc1CNc1ncnc2sccc12
27: COc1ccc(OC)c(N=Cc2c(O)c3ccccc3oc2=O)c1
28: CCc1ccc(C(=O)c2ccccc2C(=O)O)s1
29: Cc1nc2c(c(=O)n1CCC(C)C)c1nc3ccccc3nc1n2CC1CCCO1 (configuration not stated)
30: COc1cccc(OCC(=O)NN=C2c3ccccc3-c3ccccc32)c1
31: COc1ccc(N(CC(=O)Nc2cccnc2)S(=O)(=O)c2ccccc2)cc1Cl
32: CCCSc1nc(N)c(C#N)c(-c2ccc(C)cc2)c1C#N
compound no. | 25 | 26 | 27 | 28 | 29 | 30 | 31 | 32
CAL PDZ FP-1 | -1 | -2 | -20 | 6 | / | -2 | -4 | 0
PfHsp90 set2 | 3 | -3 | -17 | 6 | 6 | -5 | -26 | 4
PvdQ acylase | -15 | 11 | -2 | -11 | -1 | 13 | -19 | 10
CAL PDZ FP-2 | -0.7 | -1.3 | -0.5 | -4.8 | -1.4 | / | -2.2 | 0.1
dFosB act | -4 | -4 | -5 | -4 | -3 | 14 | -3 | -2
SR-BI uptake up | 24 | 7 | 18 | 15 | -19 | -25 | 20 | 9
Rtt109 HAT inh | -2 | / | 3 | 1 | -11 | 5 | 5 | 2
MITF TRPM1 HTS | 6 | -17 | / | -5 | / | 19 | -13 | 2
SR-BI DiI inh | -24 | -7 | -18 | -15 | 19 | 25 | -20 | -9
NSD2 inh | 2 | 8 | -1 | 19 | -1 | 0 | 0 | -5

Part of the list above, with values under each structure:
Order of results: CAL PDZ FP-1	PfHsp90 set2	PvdQ acylase	CAL PDZ FP-2	dFosB act	SR-BI uptake up	Rtt109 HAT inh	MITF TRPM1 HTS	SR-BI DiI inh	NSD2 inh
28	CCc1ccc(C(=O)c2ccccc2C(=O)O)s1
 : 6	6	-11	-4.8	-4	15	1	-5	-15	19
29	Cc1nc2c(c(=O)n1CCC(C)C)c1nc3ccccc3nc1n2CC1CCCO1 (configuration not stated)
 : /	6	-1	-1.4	-3	-19	-11	/	19	-1
30	COc1cccc(OCC(=O)NN=C2c3ccccc3-c3ccccc32)c1
 : -2	-5	13	/	14	-25	5	19	25	0

The list goes on:
33: O=c1cc(CSc2nnc(COc3ccccc3)n2-c2ccccc2)c2ccccc2[nH]1
34: CC(C)OP(=O)(OC(C)C)/C(C=O)=N\Nc1ccc([N+](=O)[O-])cc1
35: Cn1cccc1Cc1nnc(SCC(=O)Nc2ccc3c(c2)OCCO3)n1-c1ccc(F)cc1
36: CSc1ccc(C2NC(=O)c3c(sc4c3CCN(C)C4)N2)cc1 (configuration not stated)
37: CC12CCC(=O)N1C(C(=O)Nc1cccc3ccccc13)CS2 (configuration not stated)
38: O=C(NCCc1ccccn1)c1nc(Cn2cc([N+](=O)[O-])cn2)no1
39: C#CCSc1ncc(-c2ccccc2)cn1
40: COc1ccc([N+](=O)[O-])cc1NC(=O)CSc1nc(C)c(C)c(C)n1
41: CNC(=S)NNC(=O)c1sccc1OCc1cccc(C(F)(F)F)c1
42: CCCC(=O)N1CCN(c2ccc(NC(=O)c3ccc(OCC)c([N+](=O)[O-])c3)cc2)CC1
compound no. | 33 | 34 | 35 | 36 | 37 | 38 | 39 | 40 | 41 | 42
CAL PDZ FP-1 | -5 | / | / | -4 | -26 | -5 | 11 | -6 | -1 | -3
PfHsp90 set2 | -4 | -19 | -7 | -1 | 5 | -5 | 3 | 3 | / | -11
PvdQ acylase | -14 | -11 | -18 | -5 | -1 | -6 | 48* | -13 | 3 | -13
CAL PDZ FP-2 | -0.8 | 0.2 | 0.7 | -0.8 | 0.2 | -1.2 | -0.6 | 0.0 | 1.2 | 0.2
dFosB act | -14 | -5 | -10 | -9 | -2 | -4 | -5 | -1 | 8 | 0
SR-BI uptake up | 20 | / | -3 | -13 | 9 | 13 | -4 | -5 | 43 | -17
Rtt109 HAT inh | 3 | 4 | 12 | -15 | 12 | -2 | -5 | 4 | -18 | ?
MITF TRPM1 HTS | 4 | / | 4 | 8 | 11 | -2 | 59 | 19 | / | -8
SR-BI DiI inh | -20 | / | 3 | 13 | -9 | -13 | 4 | 5 | -43 | 17
NSD2 inh | 0 | 4 | / | / | 3 | -3 | -8 | / | -1 | -1

High-throughput results (PubChem)
